Screens as filed in PubChem.
Salmonella PhoP GFP = PhoP regulon inhibitors, Salmonella typhi PhoP promoter GFP reporter, confirmatory (AID 1850); Salmonella Typhi PhoP-promoter GFP reporter, fluorescence, 4 h; higher % means a stronger effect; one-dose inhibition, % at 50 µM; IC50 in µM for titrated hits; hit rate 0.33% among 310,000; in the data active means a potency from the dose series; inconclusive means inhibition mostly from about 25% at the one dose, without a potency; inactive means the rest, 99 in 100 with inhibition below about 19%;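 further: 0% = induced wells with vehicle and 100% = uninduced wells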
H1N1 NS1A inhibition = NS1A inhibition, H1N1 influenza, cell based functional assay (AID 504329). NS1A functional cell-based assay, percent inhibition; higher % means a stronger effect. one-dose inhibition, % at 12.5 µM; IC50 in µM for titrated hits. hit rate 0.3% among 340,000; in the data active means a potency from the dose series; inconclusive means inhibition above about 27% without an active follow-up result; further: strong numbers were not always called active
H37Rv inhibition = M. tuberculosis growth inhibition, HTS (AID 449762); hit rate 0.59% among 330,000; M. tuberculosis H37Rv growth inhibition, 7H9 media; higher % means a stronger effect; one-dose inhibition, % at 25 µM; IC50 in µM for titrated hits; in the data active means a potency from the dose series; inconclusive means inhibition above about 70% without an active follow-up result;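 further: bacterial growth assessed after seven days of incubation; strong numbers were not always called active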
VEEV TC-83 Vero = inhibitors of VEEV TC-83 cytopathic effect, confirmation, Vero cells (AID 588727); Vero cells, VEEV TC-83 cytopathic effect inhibition; higher % means a stronger effect; one-dose inhibition, % at 20 µM; IC50 in µM for titrated hits; hit rate 0.13% among 350,000; in the data active means a potency from the dose series; inconclusive means inhibition mostly from about 14% at the one dose, without a potency; inactive means the rest, 99 in 100 with inhibition below about 12%; further: strong numbers were not always called active
M. tuberculosis = growth inhibition of non-replicating M. tuberculosis (AID 488890). Mycobacterium tuberculosis non-replicating, growth inhibition; higher % means a stronger effect. one-dose inhibition, % at 25 µM; IC50 in µM for titrated hits. hit rate 0.39% among 320,000; in the data active means a potency from the dose series; inconclusive means inhibition mostly from about 82% at the one dose, without a potency; inactive means the rest, 99 in 100 with inhibition below about 76%;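 further: plate controls were DMSO cells for no effect and high antibiotic wells for full effect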
VEEV TC-83 Vero 10K pilot screen = further read-out of VEEV TC-83 Vero, marked with its call; inhibition, %; measured here: 10K pilot screen inhibition
* = called active by the depositor; i = inactive; ? = inconclusive; / = not tested or not shown; & = joins results of further samples.

SMILES	Salmonella PhoP GFP	H1N1 NS1A inhibition	H37Rv inhibition	VEEV TC-83 Vero	M. tuberculosis	others
CC(C)(C)c1ccc(C(=O)c2c[nH]c(C(=O)NCC3CCCO3)c2)cc1 (configuration not stated)	0%	-11%	-1%	3.2%	-2%
CCc1ccc(OCC(=O)NNC(=O)CSc2ncnc3sc(C)c(C)c23)cc1	-10%	-4%	-5%	i	-15%
CCN(CC)C(=O)c1cnn(-c2ccccc2)c1NC(=O)c1ccco1	0%	-7%	3%	i	-18%
O=c1cccc2n1CC1CC2CN(C(c2ccccc2)c2sc3ncnn3c2O)C1 (configuration not stated)	-1%	2%	-7%	3.8%	-10%
Cn1c(SCc2nc(-c3cccs3)no2)nnc1C1CCCCC1	2%	3%	-1%	1.7%	6%
CCN(CC)S(=O)(=O)c1ccc(NCCc2ccccn2)nc1	13%	13%	3%	1.6%	-1%
COc1ccc(/C=C2\N=C(SC)SC2=O)cc1OC	-1%	-2%	11%	3.0%	/
C/C(=N\NC(=S)Nc1ccccc1)c1c(O)n(C)c(=O)n(C)c1=O	1%	-10%	6%	0.5%	-16%
Cc1cc(OCC(=O)N2CCC(C(N)=O)CC2)c2c(C)cc(=O)oc2c1	9%	-8%	1%	0.8%	1%
Cc1cc(=O)[nH]c(SCC(=O)N2CCCCC2)n1	-2%	8%	2%	0.0%	-1%
O=C(c1cccc(C(F)(F)F)c1)c1c[nH]c(C(=O)NCCCN2CCOCC2)c1	-8%	-2%	2%	1.3%	-4%
Cc1c(C#N)c(N)c(C(=O)c2ccccc2)n1Cc1ccccc1	7%	3%	6%	5.8%	26%
COc1cccc(NC(=O)c2cc([N+](=O)[O-])ccc2NC(=O)CNCC2CCCO2)c1 (configuration not stated)	4%	1%	-3%	9.7%	-5%
N#CCC(=O)Nc1ccc(C(=O)OCC(=O)N2CCCC2=O)cc1	4%	-4%	3%	i	-4%
CC(C)Oc1cccc(C2NC(=O)c3ccccc3O2)c1 (configuration not stated)	-1%	0%	1%	0.5%	31%
CCn1c(SCC(=O)NNC(=O)c2ccccc2)nnc1-c1ccncc1	-3%	-3%	3%	0.2%	10%
Cn1nc(OCC(=O)O)cc1C(F)(F)F	10%	-18%	-5%	1.2%	-11%
COc1ccc(CCC(=O)OCC(=O)NCc2ccc(OC)c(OC)c2)cc1OC	/	-11%	3%	2.7%	17%
COc1ccc(N2CCN(C(=O)CSc3nc4[nH]ncc4c(=O)n3-c3cccc4ccccc34)CC2)cc1	-9%	-3%	?	8.9%	24%
O=C1NN(c2cccc(Br)c2)C(=O)/C1=C\c1ccc(O)cc1	-1%	-31%	2%	0.2%	-5%
CCc1cc(-c2onc(C)c2-c2cscn2)c(O)cc1OC	-6%	-5%	17%	2.9%	1%
CCc1ccc2oc(C(=O)NCCc3ccc(S(N)(=O)=O)cc3)cc(=O)c2c1	2%	-22%	10%	0.7%	-5%
CC1(C)C(c2ccccc2)=NC(c2cccnc2)=[N+]1[O-]	11%	-6%	6%	0.3%	-36%
O=C(NCc1ccccn1)C1CCN(S(=O)(=O)N2CCCC2)CC1	-3%	3%	-8%	i	-5%
CC(C)OC(=O)c1ccc(N)cc1	-6%	-14%	98%	i	48%
Cc1cccc(NC(=S)NNC(=O)CCn2cc(C)cn2)c1	-1%	7%	-4%	4.0%	17%
COc1ccc2[nH]cc(C(=O)CN3CCC(C)CC3)c2c1	2%	-14%	-6%	4.8%	1%	VEEV TC-83 Vero 10K pilot screen=0.0
C/C(CC(=O)Nc1ccccn1)=N\NC(=O)c1ccc(C)cc1	-1%	15%	-4%	1.6%	4%
CCOC(=O)c1c(C)oc2cc(Br)c(O)c(Br)c12	-4%	0%	1%	1.6%	74%
CCC(=O)NC(=S)N1CCN(c2ccc([N+](=O)[O-])cc2Cl)CC1	-3%	4%	7%	i	0%
COc1ccc(NC(=O)c2cccc(NC3=NC4CS(=O)(=O)CC4S3)c2)cc1Cl (configuration not stated)	6%	13%	0%	i	-15%	VEEV TC-83 Vero 10K pilot screen=0.6
Cc1nn(C)c(C)c1NC(=O)Nc1ccc(Cl)c(Cl)c1	1%	0%	21%	2.9%	33%
CCOC(=O)C(C)(C)Sc1nc2c(cnn2-c2ccc(Cl)cc2)c(=O)[nH]1	-6%	0%	3%	7.3%	24%
CC(=O)COc1coc(CN2CCN(c3ccc(F)cc3)CC2)cc1=O	0%	-3%	3%	0.2%	-14%
COC(=O)CC1C(=O)NCCN1C(=O)Nc1ccccc1 (configuration not stated)	-2%	2%	-5%	0.0%	6%
CN(CC1CCCO1)S(=O)(=O)c1ccc(C(=O)Nc2ccccc2F)cc1 (configuration not stated)	1%	24%	2%	2.5%	32%
CCOC(=O)C1=C(C)NC(C)=C(C(=O)OCC)C1C(=O)OC1CCOC1=O (configuration not stated)	3%	-4%&-5%	-5%	0.9%	-7%
Cc1ccc(N(CC(=O)NC2CCCCC2C)S(=O)(=O)c2c(C)noc2C)cc1 (configuration not stated)	-3%	8%	-2%	1.4%	5%
O=S(=O)(Cc1ccccc1)Nc1cccc(F)c1	-1%	-2%	-4%	i	-5%
CCn1c(C(C)NC(=O)c2ccc(OC)c(OC)c2)nc2ccccc21 (configuration not stated)	-7%	13%	-8%	5.2%	9%	VEEV TC-83 Vero 10K pilot screen=2.2
CN(CCc1cnn(C)c1)Cc1cn[nH]c1-c1ccc(-c2ccccc2)cc1	-5%	1%	-2%	1.2%	16%
Cc1ccc(OCCCC(=O)Nc2ccc(N3CCOCC3)cc2)c(C)c1	0%	0%	3%	2.9%	32%
CCSc1nc2c(c(=O)[nH]1)C(c1cccnc1)C(C(=O)OC(C)C)=C(C)N2 (configuration not stated)	-1%	-9%	0%	6.7%	4%
Cc1noc(C)c1NC(=O)Nc1cccc2c1O[C@H](CN(C)C(=O)NC1CCCCC1)[C@@H](C)CN([C@H](C)CO)C2=O	/	0%	-6%	0.3%	0%
CC(C)c1ccc(S(=O)(=O)N2CCC(C(=O)N3CCC3)CC2)cc1	1%	7%	-7%	i	-4%
NC(=O)CSc1nnc(NC(=O)c2ccc(S(=O)(=O)N3CCOCC3)cc2)s1	-1%	-2%	-15%	3.4%	-5%
COc1cc(CCC(=O)OCC(=O)NCC2CCCCC2)cc(OC)c1OC	7%	-5%	2%	i	57%
COc1ccccc1CN1CC(C(=O)NCc2cc(F)cc(C(F)(F)F)c2)CCC1=O (configuration not stated)	10%	7%	-6%	2.3%	19%
Cc1ccc(CCNC(=O)C2CCC(=O)N2C(C)C)cc1 (configuration not stated)	13%	-4%	-3%	i	-21%
NC(=O)N/N=C/C=C/c1ccccc1	3%	6%	2%	1.7%	-10%
CCn1c(=O)cc(SCC(=O)NCc2ccco2)c2ccccc21	-3%	-3%	0%	2.0%	4%
CS(=O)(=O)c1ccc(Cl)c(NC(=O)CCN2C(=O)C3CC=CCC3C2=O)c1 (configuration not stated)	/	-12%	-2%	0.8%	-10%
CC(C)(C)CC(C)(C)c1ccc(O)c(Cc2ccc(Cl)cc2Cl)c1	/	1%	/	i	/
O=C(NCC(c1ccco1)N1CCN(c2ccccc2F)CC1)C(=O)NC1CCCC1 (configuration not stated)	5%	-8%	32%	0.3%	6%
O=C(Cn1cnc2c(cnn2-c2ccc(Cl)cc2)c1=O)N1CCN(c2ccccc2)CC1	-5%	-3%	8%	0.2%	3%
Fc1ccccc1CNCC1CCCO1 (configuration not stated)	/	-3%	/	0.5%	/
COc1ccc(NC(=O)CN(C)C(=O)Cc2ccc3c(c2)OCCO3)cc1	5%	10%	-7%	0.8%	-15%
CC(Oc1ccc(Cl)cc1Cl)C(=O)NC(Cc1ccccc1)C(=O)O (configuration not stated)	/	-7%	/	0.9%	/
CCOc1ccc(-n2nnc3c(=O)n(CC(=O)N4CCCc5ccccc54)cnc32)cc1	0%	0%	-5%	2.6%	9%
Cc1cc(C)c(C(=O)COC(=O)c2cccnc2Cl)c(C)c1	-7%	-2%	-5%	i	77%

Later entries:
SMILES	Salmonella PhoP GFP	H1N1 NS1A inhibition	H37Rv inhibition	VEEV TC-83 Vero	M. tuberculosis	others
COc1ccc(N=C2C(=Nc3ccc(OC)cc3)N(c3ccc(N(C)C)cc3)C(=S)N2c2ccc(OC)cc2)cc1	-5%	5%	-6%	i	0%
O=C(Nc1ccc(C(F)(F)F)cc1)c1cc(-c2cccnc2)nc2ccc(Br)cc12	-10%	28%	7%	5.1%	2%
O=C(O)C(CO)(c1ccccc1)c1ccccc1	3%	-3%	-6%	0.3%	8%
COc1ccc(S(=O)(=O)Cc2ccc(C(=O)N3CCCC3)o2)cc1	-12%	2%	-3%	0.5%	/
Nc1cc(N2CCOCC2)c(Cl)cc1[N+](=O)[O-]	25%	1%	-10%	1.6%	-7%
Cc1cc(C(=O)N2CCN(c3cc(Cl)ccc3C)CC2)on1	3%	-3%	2%	0.2%	19%
Cc1cc(NC(=O)CSc2nc3cc(C(=O)NCCCOC(C)C)ccc3c(=O)n2Cc2ccco2)no1	6%	0%	3%	i	2%
CCOc1ccc(CNC(=O)C2CCN(S(=O)(=O)c3ccc4c(c3)CCCC(=O)N4)CC2)cc1	4%	-1%	0%	i	21%
O=C(COC(=O)CCC(=O)c1ccccc1)NCCc1ccccc1	3%	-4%	-3%	1.0%	34%
CC(C)(C)C(=O)COC(=O)CCc1nc2ccccc2[nH]c1=O	-2%	-3%	58%	i	10%
O=C(c1ccoc1)N1CCC(CO)(CCc2ccccc2)CC1	-2%	-4%	-6%	1.1%	-13%
Cc1ccc(-c2cc(C(=O)NCc3ccccn3)c3ccccc3n2)cc1C	-14%	14%	?	8.0%	60%
CCN(NC(=O)C(O)(c1ccccc1)c1ccccc1)C(=O)c1ccccc1	-3%	-20%	-10%	0.3%	-17%
CCN(CC)C(=O)CSc1nnc2nnc3cc(C)ccc3n12	1%	2%	49%	0.5%	64%
N#CC1=C(N)OC2=C(C(=O)CCC2)C1c1ccccc1 (configuration not stated)	-1%	-20%	1%	1.1%	3%
COc1ccccc1NS(=O)(=O)c1ccccc1C#N	13%	-7%	1%	0.1%	-3%
COc1cccc(C(=O)N2CCCC(Nc3ccc(C)c(C)c3)C2)c1 (configuration not stated)	-12%	0%	5%	4.0%	13%

At a glance, part of the list above:
SMILES	Salmonella PhoP GFP	H1N1 NS1A inhibition	H37Rv inhibition	VEEV TC-83 Vero	M. tuberculosis	others
COc1ccc(N=C2C(=Nc3ccc(OC)cc3)N(c3ccc(N(C)C)cc3)C(=S)N2c2ccc(OC)cc2)cc1	-5%	5%	-6%	i	0%
O=C(Nc1ccc(C(F)(F)F)cc1)c1cc(-c2cccnc2)nc2ccc(Br)cc12	-10%	28%	7%	5.1%	2%
O=C(O)C(CO)(c1ccccc1)c1ccccc1	3%	-3%	-6%	0.3%	8%
COc1ccc(S(=O)(=O)Cc2ccc(C(=O)N3CCCC3)o2)cc1	-12%	2%	-3%	0.5%	/
Nc1cc(N2CCOCC2)c(Cl)cc1[N+](=O)[O-]	25%	1%	-10%	1.6%	-7%
Cc1cc(C(=O)N2CCN(c3cc(Cl)ccc3C)CC2)on1	3%	-3%	2%	0.2%	19%
Cc1cc(NC(=O)CSc2nc3cc(C(=O)NCCCOC(C)C)ccc3c(=O)n2Cc2ccco2)no1	6%	0%	3%	i	2%
CCOc1ccc(CNC(=O)C2CCN(S(=O)(=O)c3ccc4c(c3)CCCC(=O)N4)CC2)cc1	4%	-1%	0%	i	21%
O=C(COC(=O)CCC(=O)c1ccccc1)NCCc1ccccc1	3%	-4%	-3%	1.0%	34%
CC(C)(C)C(=O)COC(=O)CCc1nc2ccccc2[nH]c1=O	-2%	-3%	58%	i	10%
O=C(c1ccoc1)N1CCC(CO)(CCc2ccccc2)CC1	-2%	-4%	-6%	1.1%	-13%
Cc1ccc(-c2cc(C(=O)NCc3ccccn3)c3ccccc3n2)cc1C	-14%	14%	?	8.0%	60%
CCN(NC(=O)C(O)(c1ccccc1)c1ccccc1)C(=O)c1ccccc1	-3%	-20%	-10%	0.3%	-17%
CCN(CC)C(=O)CSc1nnc2nnc3cc(C)ccc3n12	1%	2%	49%	0.5%	64%
